Compound activity as filed in PubChem BioAssay.
aSyn 5UTR inh: MLPCN primary screen, SNCA 5' untranslated region; alpha-synuclein 5'UTR reporter, inhibitor activity; inhibition, % (tested at 7.5 µM); 300,000 tested, 0.82% active; AID 1813, 2009; in the data active = inhibition above about 60%; inconclusive = no clear call, values can overlap the other calls;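 also: H4 neuroglioblastoma cells stably carrying SNCA 5'UTR luciferase fusion; 0% = DMSO wells and 100% = positive control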
HSP90 refold inh: HSP90 inhibitors, primary screen, cell lysate, luminescence; Heat shock protein HSP 90 (rabbit reticulocyte lysate; luciferase refolding); Rabbit reticulocyte lysate, luciferase refolding luminescence, 3 h; inhibition, % at 5.6 µM; 290,000 tested, 0.91% active; AID 1789, 2009;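 active = inhibition above the screen-wide mean plus 3 SD, computed separately per campaign, cut at about 16% in these data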;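 also: 0% = DMSO wells and 100% = 60 µM geldanamycin wells; inhibitors lower the luminescence because luciferase stays unfolded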
AI-2 QS mod: Vibrio harveyi AI-2 quorum sensing modulators, primary screen, JMH597 strain, luminescence/OD600 ratio; 300,000 tested, 0.4% active; activity change, % at 7.5 µM; Vibrio harveyi JMH597 AI-2 luminescence/OD600 ratio, 9 h; hits give low values; strain lacks LuxN and CqsS sensors; 0 = neutral-control median; AID 2094, 2009; in the data active = activity change below about -75%, passing the limit was not always enough; inconclusive = no clear call, values can overlap the other calls;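 also: luminescence divided by OD600 gain over 9 h not by final OD600 alone; inactives centre near 13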
GSK3A inh: blockers of GSK3A enzyme activity – biochemical, luminescence, cell-free homogeneous, HTS, primary screen. 320,000 tested, 0.1% active. GSK-3 alpha kinase, ADP-Glo luminescence, 60 min. Glycogen synthase kinase-3 alpha (Homo sapiens), P49840. inhibition, % at 10 µM. AID 2650, 2010;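 in the data active = inhibition above about 50%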;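 also: GST-tagged GSK-3 alpha with peptide substrate and 25 µM ATP; 0% = DMSO neutral wells and 100% = GW8510 positive control wells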
Target sequence (P49840 whole entry, looked up): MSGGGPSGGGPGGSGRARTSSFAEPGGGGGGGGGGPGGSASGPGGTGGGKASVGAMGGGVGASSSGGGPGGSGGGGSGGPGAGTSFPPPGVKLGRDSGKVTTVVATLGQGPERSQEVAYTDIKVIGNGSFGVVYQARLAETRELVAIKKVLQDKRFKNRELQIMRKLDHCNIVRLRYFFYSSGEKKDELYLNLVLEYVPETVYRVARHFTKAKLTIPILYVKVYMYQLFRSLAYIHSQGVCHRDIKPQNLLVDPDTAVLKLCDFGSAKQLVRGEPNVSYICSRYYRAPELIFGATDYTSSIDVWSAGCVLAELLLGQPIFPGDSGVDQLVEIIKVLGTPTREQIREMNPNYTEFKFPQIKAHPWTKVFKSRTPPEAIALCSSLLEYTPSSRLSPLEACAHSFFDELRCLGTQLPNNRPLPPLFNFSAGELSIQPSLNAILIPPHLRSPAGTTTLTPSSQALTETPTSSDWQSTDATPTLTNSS
HSF1 activator: HSF-1 activators, primary screen, NIH3T3-HGL cells, MG132 stress, luminescence, single point | NIH3T3-HGL HSF-1 luciferase reporter, 8 h; 100% = twice DMSO control signal | 300,000 tested, 1.7% active | AID 504408, 2011 | activation, % at 9 µM;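 active = mean replicate activation of at least 50% with a set share of replicates each reaching 50%; inconclusive = only one of those two conditions met; inactive = mean below 50% and too few replicates reaching it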;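 also: 0% = median of the neutral control wells and 100% = twice that signal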
IEC-6 tox: cytotoxicity in IEC-6 intestinal epithelial cells, primary screen, cytotoxicity control for KLF5 inhibitor project, cell-based, luminescence; 290,000 tested, 0.78% active; AID 1825, 2009; IEC-6 cytotoxicity, luminescence viability; inhibition, % at 5 µM; in the data active = inhibition above about 22%;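 also: 0% = plate median of test compound wells and 100% = cytotoxic reference compound wells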
GSK3B inh: human GSK3beta kinase inhibitors, primary screen, biochemical, cell-free homogeneous, HTS; GST-GSK3beta kinase, ADP-Glo luminescence, 60 min; hits give low values; 300,000 tested, 0.038% active; Glycogen synthase kinase-3 beta (Homo sapiens), P49841; activity score (negative = inhibition), % at 10 µM; AID 2097, 2009;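 active = more than half of replicate wells score below -50%, meaning over 50% inhibition versus plate controls; inconclusive = some replicates but at most half score below -50%; inactive = no replicate scores below -50%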;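 also: 0% = median DMSO wells and -100% = median GW8510 positive control wells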
Target sequence (P49841 whole entry, looked up): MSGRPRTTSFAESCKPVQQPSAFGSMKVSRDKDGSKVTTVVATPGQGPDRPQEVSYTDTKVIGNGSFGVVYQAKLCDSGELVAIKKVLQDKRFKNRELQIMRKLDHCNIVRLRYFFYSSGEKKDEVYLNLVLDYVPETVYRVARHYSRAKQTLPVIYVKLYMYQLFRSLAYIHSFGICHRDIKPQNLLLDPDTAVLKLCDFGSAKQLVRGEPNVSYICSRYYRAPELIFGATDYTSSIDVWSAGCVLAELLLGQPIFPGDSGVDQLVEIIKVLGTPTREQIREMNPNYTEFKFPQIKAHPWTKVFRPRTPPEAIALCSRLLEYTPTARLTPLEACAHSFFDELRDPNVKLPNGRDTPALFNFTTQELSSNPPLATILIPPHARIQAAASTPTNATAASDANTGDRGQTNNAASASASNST
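Test system: GST-fused GSK3beta enzyme, cell-free | Quantity: 1.6 ng GST-GSK3beta enzyme per well | Reagent: 25 µM ATP with peptide substrate | Schedule: 60 min enzyme reaction, room temperature | Signal: Luminescent ADP-Glo measurement of ADP formed | Read-out basis: Score relative to plate controls | Control set: DMSO and 20 µM GW8510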
HIF activator: HIF pathway transcriptional activators, primary screen, cell-based, U2OS HRE-luciferase, luminescence | U2OS HRE-luciferase reporter; normalized: DMSO 0%, desferrioxamine 100% | 300,000 tested, 0.32% active | activation, % at 7.5 µM (by protocol);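 active = mean activation of at least 10% of the iron chelator positive control signal, with at least half of replicates also reaching 10%; inconclusive = mean and replicate majority disagree about reaching 10%; inactive = mean and most replicates under 10%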
KLF5 inh: KLF5 expression inhibitors, primary screen, DLD-1 cells, luminescence. DLD-1 KLF5 promoter-luciferase reporter. AID 1700, 2009. 290,000 tested, 0.23% active. inhibition, % at 5 µM;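 active = inhibition above a per-plate limit of that plate's mean compound inhibition plus 3 SD, cut at about 60% in these data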;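 also: 0% = DMSO wells and 100% = LY294002 at 200 µM; higher means less KLF5 promoter-driven luciferase light; inactives centre near -14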
HSF1 inh: HSF1 inhibitors in luciferase reporter cells, primary screen, cell-based, NIH3T3, luminescence; NIH3T3-HGL HSE-luciferase, MG132-induced, luminescence 8 h; hits give low values; activity change, negative = inhibition, % at 7.5 µM (by protocol); 300,000 tested, 0.77% active; AID 2098, 2009;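 active = more than half of replicate wells show activity change below -50%, luminescence cut by over half; inconclusive = some wells, but at most half, below -50%; inactive = no replicate well below -50%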;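 also: luciferase reports HSF-1 transcriptional activity via heat shock element; 0% = median of DMSO wells and -100% = zero luminescence signal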
Numbers without * were called inactive; ? = inconclusive; · = not tested or not shown.

SMILES | aSyn 5UTR inh | HSP90 refold inh | AI-2 QS mod | GSK3A inh | HSF1 activator | IEC-6 tox | GSK3B inh | HIF activator | KLF5 inh | HSF1 inh
CCc1ccc(N(C(=O)Cn2nnc(-c3ccccc3)n2)C(C(=O)NC2CCCCC2)c2ccccn2)cc1 (stereo unspecified) | -29 | 6 | 20 | 1 | 16 | 2 | 1 | 0.8 | 3 | 3
CC1CN(CC(=O)Nc2nc(-c3ccc(Cl)cc3)cs2)CC(C)O1 (stereo unspecified) | 4 | 2 | 25 | -3 | 12 | 4 | 0 | -0.2 | -21 | 9
CCOC(=O)CN1C(=O)N[C@@H](c2cccc(F)c2)C(C(C)=O)=C1C | 14 | · | 7 | -1 | 18 | · | 0 | -0.6 | · | 2
O=C(NCCS(=O)(=O)c1ccc(Br)cc1)c1ccccc1Cl | 12 | 0 | -1 | 0 | -23 | 7 | 1 | 0.2 | -11 | -8
CC1=NN(c2nc(-c3ccc(F)cc3)cs2)C(=O)C1 | -7 | -7 | 24 | -1 | -1 | -7 | -6 | -0.7 | -24 | 2
CN(CC(=O)NC1CCCCC1)S(=O)(=O)c1ccc2c(c1)c(=O)n(C)c(=O)n2C | 9 | 3 | 4 | 3 | -23 | -5 | 24 | -0.3 | -36 | 3
C=CCc1ccccc1OCC(O)CN1CCN(CCO)CC1 (stereo unspecified) | 1 | 3 | 10 | -2 | 9 | 0 | 0 | 1.0 | -29 | 2
CN(C)c1ccc(C(=S)N2CCN(c3ccccc3)CC2)cc1 | -32 | 0 | 13 | 1 | -4 | -3 | -3 | 0.3 | -31 | 9
CCOc1ccc(C)cc1S(=O)(=O)Nc1cccnc1 | 1 | 1 | 29 | -2 | 15 | 3 | 0 | -0.4 | 2 | -7
O=C(Nc1ccc(C(=O)O)cc1)/C(=C\C=C\c1ccccc1)NC(=O)c1ccccc1Cl | 12 | 5 | 7 | 1 | 29 | -1 | 2 | -0.2 | -95 | 7
CC(C)OC(=O)COc1ccc(-c2ccccc2)cc1 | 13 | 1 | 19 | 4 | 10 | -5 | -1 | 0.1 | -14 | 3
Cc1cc(C)c(S(=O)(=O)NC2CC2)c(C)c1 | 13 | -3 | 7 | -1 | -6 | 4 | -6 | -2.0 | -12 | -1
O=C(c1ccco1)N1CCN(Cc2cc(=O)c(OCc3ccccc3F)co2)CC1 | -8 | · | 24 | 2 | 5 | · | 1 | 0.7 | · | -7
CC1(C)Cc2cccc(OCC(=O)N3CCN(S(=O)(=O)c4ccccc4F)CC3)c2O1 | -6 | 5 | 25 | -1 | 2 | -5 | 2 | -0.4 | 5 | -2
CCC(CC)=NNc1cccc([N+](=O)[O-])c1 | -40 | 0 | 5 | -3 | -20 | -1 | 0 | -0.3 | -43 | -7
CCOC(=O)c1[nH]cnc1C(=O)Nc1cccc(Cl)c1 | 4 | -2 | 10 | 0 | -8 | 0 | -2 | -0.4 | -15 | -6
N/C(=N/O)c1ccccc1N1CCC(Cc2ccccc2)CC1 | 10 | -1 | 15 | -1 | 13 | -8 | 1 | 0.2 | -5 | -2
O=[N+]([O-])c1c(NCCCO)cc(Sc2ccc(Cl)cc2)c2nonc12 | 10 | -3 | 10 | 0 | ? | -13 | 0 | 5.2 | 3 | 164
COc1ccc(C2/C(=C(/O)c3ccc4c(c3)CC(C)O4)C(=O)C(=O)N2CCN2CCOCC2)cc1 (stereo unspecified) | 33 | 1 | 3 | -9 | 6 | 3 | -2 | 0.0 | -49 | -12
CC(=O)c1cccc(NC(=O)N2CCCC2C(=O)NCc2ccc(C)cc2)c1 (stereo unspecified) | 1 | 2 | 14 | -1 | 1 | -4 | 1 | 1.0 | -7 | 5
Cc1cc(S(=O)(=O)NCC(c2ccccc2)c2ccccc2)ccc1-n1cnnn1 | -4 | 10 | 23 | -1 | 8 | 9 | -1 | 0.0 | -11 | 2
CSCCC(NC(=O)c1ccco1)C(=O)N1CC=C(c2ccccc2)CC1 (stereo unspecified) | 4 | 0 | 29 | -4 | 5 | -5 | -2 | -0.3 | 1 | 2
Oc1ccccc1Oc1ncc(Br)c(Cl)n1 | -27 | 8 | -35 | 18 | 27 | 7 | -3 | -19 | 12 | 2
CCn1c(N2CCN(S(=O)(=O)c3ccccc3C(F)(F)F)CC2)nc2ccccc21 | 43 | 3 | 12 | -3 | -17 | 2 | 2 | 0.3 | -25 | 4
CC(=O)c1ccc(N2CCN(C(=O)CCC(=O)c3cccs3)CC2)cc1 | 11 | 3 | 24 | 1 | -11 | 0 | 2 | -1.7 | -10 | -6
CC(C)(C)S(=O)(=O)c1ccc2nc3c(n2c1)CCCC3 | · | 5 | · | 0 | · | 4 | · | · | -9 | ·
CC1(C(=O)N2CC3(CC(c4cccc(NC(=O)CC(c5ccccc5)c5ccccc5)c4)=NO3)C[C@@H]2C(N)=O)CC1 (stereo partly specified) | 31 | · | 23 | 4 | -20 | · | 3 | 0.3 | · | -2
Cc1c(NC(=O)c2cccnc2C(=O)O)cccc1C(=O)O | 10 | -6 | -1 | -1 | -13 | -5 | 0 | -0.3 | -25 | -7
COc1c(Cl)cnn(-c2ccc(C)cc2)c1=O | -2 | 5 | 7 | -4 | 45 | -5 | -4 | 0.2 | 12 | 17
Cc1ccc(NC(=O)COC(=O)CCc2c[nH]c(=O)[nH]2)cc1 | 9 | 5 | 4 | 2 | 16 | -4 | -2 | 0.5 | -10 | -5
COc1ccc(CCN(C)CCC(=O)Nc2cccc(C)c2)cc1OC | 31 | -3 | 6 | -1 | 0 | 1 | 0 | 0.1 | -17 | -10
O=C(NCCc1ccncc1)Nc1ccccc1Cl | -8 | 1 | 29 | -4 | 6 | 2 | 2 | 0.2 | -7 | -4
COc1ccc([C@@H]2[C@@H]3C(=O)N(C(C)(C)C)C(=O)[C@@H]3[C@]3(Cc4ccccc4)C(=O)N(c4ccc(C)cc4)C(=O)N23)cc1 | -2 | · | 29 | -4 | -2 | · | 1 | -1.0 | · | 3
CN(CC(=O)Nc1ccc(F)cc1)C(=O)c1cc([N+](=O)[O-])ccc1N1CCOCC1 | 7 | · | 32 | -1 | 1 | · | 0 | -0.1 | · | -3
CCC(=O)NC(Nc1nc(C)cs1)(C(=O)OC)C(F)(F)F (stereo unspecified) | 2 | 4 | 4 | 0 | 2 | -2 | 4 | 0.1 | -20 | -4
Cc1ccc(C)c(NC(=O)NNC(=O)CCc2ccccc2)c1 | 8 | 3 | 9 | -2 | -13 | 5 | -1 | -0.5 | -26 | 1
O=S(=O)(NCc1ccccn1)c1cccc2nsnc12 | -7 | 2 | 20 | -2 | 35 | -2 | 2 | -0.4 | -21 | 4
CC/C(O)=C1\C(=O)CC(c2ccccc2)CC1=NCCC(=O)O (stereo unspecified) | 16 | 6 | 21 | 1 | -13 | 0 | 1 | -1.2 | 3 | -5
O=C(CSc1nnc(CNC(=O)c2ccccc2F)o1)NCC1CCCO1 (stereo unspecified) | 26 | -1 | 16 | 3 | -2 | 2 | 1 | 0.1 | -26 | -10
CCOc1ccc2nc(NC(=O)CSc3nc4c(c(=O)n(C)c(=O)n4C)n3C(C)C)sc2c1 | 41 | -4 | 31 | -4 | 0 | -9 | 3 | 0.2 | -17 | -3
Fc1ccc(Nc2nnns2)cc1 | 3 | 9 | 8 | 0 | 0 | 1 | -2 | -0.7 | -31 | 0
COc1cccc(NC(=O)N2CCCC2C(=O)NC2CCCC2)c1 (stereo unspecified) | 11 | 0 | 18 | 0 | -8 | -2 | 0 | 0.0 | -11 | -3
Cc1nc(NC(=O)CN2CCN(c3ccccc3F)CC2)sc1C(=O)N(C)C | 2 | 16* | -6 | 0 | -7 | 0 | -1 | -0.3 | 1 | -3
COc1ccccc1-c1cn(S(=O)(=O)c2ccc(C)cc2)nc1N | -2 | -3 | 7 | -8 | 1 | -3 | -1 | -0.7 | -14 | 10
Cc1n[nH]c(=S)c2nn(-c3ccccc3)c(C)c12 | 14 | 0 | 18 | · | 9 | -1 | 3 | -0.3 | -29 | 0
N#Cc1cc2c(ccc3ccccc32)oc1=O | -14 | 2 | 15 | 4 | -4 | 1 | 2 | -0.6 | -16 | 0
O=C(/C=C/c1ccc(OCCCF)cc1)NCc1cccc(Cl)c1 | 20 | 0 | 13 | -2 | 0 | -4 | -3 | -0.5 | 17 | -5
COc1ccc(-c2nc(CN3CCN(C(=O)c4ccco4)CC3)c(C)o2)cc1OC | 21 | 1 | 5 | 1 | -5 | -5 | -3 | 0.6 | -17 | -3
Cc1ccccc1C(=O)N/N=C/c1ccsc1C | -148 | -4 | 14 | -2 | 16 | -8 | 3 | 2.2 | -98 | 11
Clc1ccc(-c2n[nH]c3c2CCC3)c(Cl)c1 | 0 | -1 | 12 | 4 | -5 | -2 | 3 | 0.0 | -20 | -3
CCOc1ccc(NC(=O)C(C)Sc2nccn2C)cc1 (stereo unspecified) | -46 | 0 | 14 | 0 | 11 | 1 | 7 | 0.4 | -48 | 3
O=C(Nc1ccc2c(c1)OCO2)c1cnn2c(C(F)(F)F)cc(-c3ccco3)nc12 | · | -1 | · | -2 | · | 0 | · | · | -22 | ·
N#C/C(=C(/O)c1ccc([N+](=O)[O-])s1)c1nc2ccccc2[nH]1 | -38 | 4 | 15 | 3 | -2 | 5 | 4 | 1.4 | -3 | -5
CCOC(=O)/C=c1\s/c(=C\c2sccc2C)c(=O)n1CC(=O)NCc1ccc(C)cc1 | 40 | -1 | 20 | 0 | -7 | -6 | 2 | -5.3 | -3 | -8
CC(C)OCCCN(CC(O)c1ccccc1)CC(O)c1ccccc1 (stereo unspecified) | 25 | -1 | 17 | -3 | -19 | 3 | 1 | -0.5 | -23 | -2
O=S(=O)(c1ccccc1F)N1CCN(CCc2ccccc2)CC1 | 0 | -2 | 6 | -3 | -4 | -8 | -3 | 1.0 | -7 | -2
CCCCCSc1nnc2c(n1)OC(c1cccn1C)N(C(C)=O)c1ccccc1-2 (stereo unspecified) | 5 | 0 | 10 | · | 20 | 7 | 1 | -0.2 | 6 | -1
